# Assay outcomes (PubChem)
# KOR beta-arrestin-1: KOR antagonists, beta-arrestin recruitment, cell-based, luminescence, uHTS (AID 1778). KOR beta-arrestin recruitment, luminescence, antagonist mode; higher % means a stronger effect. inhibition, % at 10 µM, or IC50 in µM where a hit was titrated. 0.091% of 290,000 active; also: strong numbers were not always called active
# NOD2 inhibition: inhibition of NOD2-driven NF-kB reporter – cell-based, luminescence, uHTS, HEK293 (AID 1566); one-dose inhibition, % at 4 µM; EC50 in µM for titrated hits; HEK293 NOD2/NF-kB luciferase reporter, luminescence; higher % means a stronger effect; 0.63% of 290,000 active; also: many of its hits are not listed in these tables
# AID2073: disruptors of CaV2.2 binding to Mint1 – biochemical, HTRF (AID 2073); HTRF protein-protein interaction, Mint1-CaV2.2; higher % means a stronger effect; inhibition, % at 20 µM, or IC50 in µM where a hit was titrated; 0.19% of 290,000 active; in the data active = inhibition mostly above about 51%, no sharp cut-off; inconclusive = no clear call, values can overlap the other calls; inactive = mostly below about 53%; also: some results filed as inactive read as strong as hits
# Dynein cargo inh: blocks dynein driven cargo transport along microtubules; 3617.4 mouse cells, GR-EGFP nuclear translocation imaging; test concentration mostly 20 µM; stimulated with dexamethasone, 1 µM; stronger effect = lower value; z-score, hits read low; 0.47% of 220,000 active;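 active = plate z-score of nuclear minus cytoplasmic receptor signal below a set negative limit, without overly bright fluorescence or cell loss, cut at about -3.5 in these data, passing the limit was not always enough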;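 also: z-score of nuclear minus cytoplasmic ring GR-EGFP intensity difference per well; some compounds called inactive have numbers as strong as hits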
#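 medium = tetracycline-free induction medium containing charcoal-stripped FBS | probe or stimulus = dexamethasone, 1.0 µM final | timing = 48 h induction, then 1 h compound, then 30 min agonist, 37 °C | detection = automated 10x imaging of fixed Hoechst-stained cells | read-out basis = nuclear versus cytoplasmic GR-EGFP signal, averaged per well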
# P. falciparum M17LAP: P. falciparum M17LAP inhibitors, primary screen, biochemical, fluorogenic H-Leu-NHMec substrate, 1536-well (AID 1619); recombinant M17LAP, H-Leu-NHMec fluorogenic kinetic assay; higher % means a stronger effect; one-dose inhibition, % at 30 µM; IC50 in µM for titrated hits; 0.38% of 220,000 active;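 active = compound inhibiting the enzyme by more than half at any dose during confirmatory dose-response retesting; inconclusive = strong single-dose inhibitors picked by rank but not retested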;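 also: plate controls were full reaction with DMSO carrier for no effect and no enzyme background for full effect; strong numbers were not always called active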
# NOD1 inhibition: inhibition of NOD1-driven NF-kB reporter – cell-based, luminescence, uHTS, primary screen (AID 1578) | NOD1-driven NF-kB luciferase reporter cells, luminescence; higher % means a stronger effect | inhibition, % at 4 µM, or EC50 in µM where a hit was titrated | 1% of 290,000 active; in the data active = inhibition mostly above about 36%, no sharp cut-off; inactive = mostly below about 34%;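 also: HEK-293T reporter cells stimulated with the NOD1 agonist gamma-tri-DAP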
# GPR55 beta-arrestin: GPR55 agonists via beta-arrestin recruitment, primary screen, imaging, U2OS cells, beta-arrestin-GFP redistribution (AID 1961); U2OS GPR55 beta-arrestin-GFP redistribution imaging; higher % means a stronger effect; one-dose activation, % at 10 µM; EC50 in µM for titrated hits; 0.048% of 290,000 active;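 active = activation above 40% with more than 50 cells counted in the well; inconclusive = wells holding fewer than 50 cells, flagged as toxic or sparse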;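 also: U2OS osteosarcoma cells stably expressing GPR55 and beta-arrestin-GFP; plate controls were DMSO negative control for no effect and LPI positive control for full effect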
# KOR beta-arrestin-2: kappa opioid receptor activators – cell-based, luminescence, uHTS, primary screen (AID 1777); KOR beta-arrestin recruitment, luminescence; higher % means a stronger effect; activation, % at 10 µM, or EC50 in µM where a hit was titrated; 0.02% of 280,000 active; in the data active = activation above about 50%, passing the limit was not always enough; also: a part of the inactive calls stands beside numbers as strong as those of hits
# M1AAP inhibition: P. falciparum M1AAP inhibitors, biochemical, fluorogenic H-Leu-NHMec substrate, 1536-well (AID 1445); recombinant M1AAP, H-Leu-NHMec fluorogenic kinetic assay; higher % means a stronger effect; 0.42% of 220,000 active; inhibition, % at 30 µM; hits with a dose series show IC50 in µM;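 active = primary inhibition above the hit cutoff, then over 50% inhibition at one or more dose response concentrations, cut at about 23% in these data, passing the limit was not always enough; inconclusive = conflicting primary data, or primary hits not chosen for dose response; inactive = low primary inhibition, or under 50% at every dose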;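 also: plate controls were DMSO full reaction for no effect and no enzyme background for full effect; strong numbers were not always called active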
# Dynein cargo inh cytoplasmic EGFP: second read-out of Dynein cargo inh, no call of its own (marks repeat the call); z-score; measured here: cytoplasmic GR-EGFP intensity; stronger effect = higher value
# Dynein cargo inh nuclear GR-EGFP: further read-out of Dynein cargo inh, marked with its call; z-score; measured here: nuclear GR-EGFP intensity;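 lower value marks the stronger effect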
# Dynein cargo inh cell count: recorded beside Dynein cargo inh, whose call it bears; z-score; measured here: cell count per field
# * = called active by the depositor; ? = inconclusive; · = no result given; [ ] = remark or other dose. Rule as the data show it, unless noted: active = inhibition above about 50%; inactive = the rest.
SMILES,KOR beta-arrestin-1,NOD2 inhibition,AID2073,Dynein cargo inh,Dynein cargo inh cytoplasmic EGFP,Dynein cargo inh nuclear GR-EGFP,Dynein cargo inh cell count,P. falciparum M17LAP,NOD1 inhibition,GPR55 beta-arrestin,KOR beta-arrestin-2,M1AAP inhibition
NS(=O)(=O)c1ccc(CNC(=O)NC2(c3ccccc3)CC2)cc1,-6%,21%,-4%,3,-0.12,2.1,-1.3,3%,11%,-0.1%,-1.5%,-4%
CCOC(=O)CCn1c(CC(=O)OCC)nc2ccccc21,30%,12%,-14%,-1.5,-0.29,-0.5,0.85,5%,16%,0.3%,-4.9%,5%
O=C(O)CCc1ccc(S(=O)(=O)N2CCOCC2)cc1,-8%,4%,-4%,1.2,0.19,1.2,-0.8,2%,0%,0.3%,1.0%,-3%
CCOC(=O)c1c(C)[nH]c(C2=NNC(=Nc3cccc(Cl)c3)SC2)c1C,12%,15%,-11%,-1,-0.17,-0.84,0.77,4%,32%,0.2%,7.3%,6%
COc1ccccc1/C=C/C=N/n1c(-c2ccc(C)cc2)n[nH]c1=S,-1%,-8%,-12%,-0.0093,-0.25,0.16,-0.39,12%,9%,-0.3%,-3.1%,11%
Clc1cccc(N2CCN(c3ncnc4nc[nH]c34)CC2)c1,-16%,21%,6%,-0.0028,-0.3,-0.28,-0.095,1%,3%,-0.2%,2.0%,11%
CC(=O)Nc1ccc(S(=O)(=O)N2CCSC2)cc1,-45%[20 µM],5%,4%,·,·,·,·,·,4%,-0.1%,-3.4%,·
COc1ccc2occ(NC(C)=O)c2c1,10%,17%,1%,-1.2,-0.25,-0.73,0.62,2%,2%,-0.1%,0.4%,4%
O=C(O)c1ccccc1S(=O)CCO (centres undefined),7%,4%,-1%,-0.55,0.074,-0.44,0.46,3%,17%,-0.1%,·,1%
COc1ccc(OC)c(Nc2nc(-c3c(C)nc4ncccn34)cs2)c1,4%,-129%,10%,·,·,·,·,·,-9%,-0.1%,-1.4%,·
CC(C)(C)n1ncc2c(=O)n(Cc3c(F)cccc3Cl)cnc21,-16%,-9%,0%,-0.93,0.057,-0.41,-0.15,10%,2%,0.3%,6.1%,1%
COc1ccc(OC)c(/C=C2\Oc3cc(OCC(=O)N4CCC(C(=O)O)CC4)ccc3C2=O)c1,-4%[20 µM],5%,?,·,·,·,·,·,-18%,0.3%,-0.5%,·
COc1ccc(/C=C2\CC/C(=C\c3ccc(OC)c(OC)c3)C2=O)cc1OC,-6%,-5%,6%,-1.2,-0.18,-0.95,0.64,0%,-10%,0.9%,6.0%,2%
CN1/C(=C\C(=O)c2cccnc2)C(C)(C)c2ccccc21,-20%,-9%,7%,-0.45,-0.24,-0.25,0.16,16%,-27%,0.2%,-3.6%,5%
CCCCCC(=O)NNC(=S)NC(=O)c1ccccc1[N+](=O)[O-],-12%[20 µM],-64%,-23%,-0.69,-0.27,-0.25,0.53,14%,-28%,-0.1%,·,-33%

# Overlap with the part before: two entries; new compounds follow.
SMILES,KOR beta-arrestin-1,NOD2 inhibition,AID2073,Dynein cargo inh,Dynein cargo inh cytoplasmic EGFP,Dynein cargo inh nuclear GR-EGFP,Dynein cargo inh cell count,P. falciparum M17LAP,NOD1 inhibition,GPR55 beta-arrestin,KOR beta-arrestin-2,M1AAP inhibition
CN1/C(=C\C(=O)c2cccnc2)C(C)(C)c2ccccc21,-20%,-9%,7%,-0.45,-0.24,-0.25,0.16,16%,-27%,0.2%,-3.6%,5%
CCCCCC(=O)NNC(=S)NC(=O)c1ccccc1[N+](=O)[O-],-12%[20 µM],-64%,-23%,-0.69,-0.27,-0.25,0.53,14%,-28%,-0.1%,·,-33%
CSc1nnc(CCNS(=O)(=O)c2ccccc2Br)n1C,-9%,-14%,8%,·,·,·,·,·,-34%,0.2%,2.3%,·
Clc1ccc(-c2cn3nc4c(nc3n2)CCCC4)cc1,7%,-117%,-15%,0.67,-0.057,0.45,-1.1,0%,26%,0.0%,0.2%,12%
COc1cc(OC)cc(C(=O)Nc2ccc(Cn3ccnc3)cc2)c1,0%,-32%,-3%,·,·,·,·,·,-11%,-0.2%,6.7%,·
COc1ccc(N2CCN(C(=S)Nc3ccccc3)CC2)cc1,-26%[20 µM],5%,-12%,·,·,·,·,·,-31%,0.1%,-1.6%,·
COC(=O)c1c(C)[nH]c(C(=O)/C=C/c2ccc(C)cc2)c1C,-7%,-38%,6%,-0.21,-0.21,0.0087,0.12,6%,-6%,0.0%,-0.1%,6%
O=C(NNc1ccc(-c2csnn2)cc1)c1ccccc1C(F)(F)F,10%,3%,-18%,-0.6,-0.17,-0.25,0.11,1%,-3%,0.5%,1.2%,7%
O=C(NNc1nccc(C(F)(F)F)n1)Nc1cccc(Cl)c1,35%,5%,4%,·,·,·,·,·,-10%,-0.1%,-11%,·
Cc1ccc(OCC(=O)NCCC2=CCCCC2)cc1,9%,-6%,6%,-0.58,-0.29,-0.56,0.31,8%,-13%,0.1%,-0.8%,10%
Cc1ccc(O)c(NC(=O)Cc2ccc3ccccc3c2)c1,-29%,-25%,-3%,·,·,·,·,·,10%,-0.3%,4.6%,·
Cc1cc(NC(=O)c2ccoc2C)no1,-4%,2%,2%,-1.1,-0.29,-0.52,0.65,24%,-25%,0.3%,-2.6%,6%
O=C(Nc1nc(-c2cccs2)cs1)c1ccco1,-4%,-108%,?,-0.17,-0.012,-0.59,0.1,-2%,-56%,-0.3%,-2.2%,3%
Cc1c(NC(=O)C2CC(c3c(F)cccc3Cl)=NO2)c(=O)n(-c2ccccc2)n1C (centres undefined),-1%,4%,43%,0.081,-0.27,0.053,0.4,7%,4%,0.1%,0.7%,6%
CC(=NCc1ccco1)c1c(O)n(C2CCCCC2)c(=O)[nH]c1=O,-42%,14%,-12%,0.28,-0.37,0.043,-0.058,-6%,4%,0.0%,-1.3%,8%
CCc1c(C)nc2nc(NC(C)=O)[nH]n2c1=O,-36%,7%,-6%,-0.44,-0.21,-0.14,0.34,2%,0%,0.0%,2.1%,6%
COc1ccc(-c2cc(C(=O)Oc3ccc([N+](=O)[O-])cc3)c3ccccc3n2)cc1,15%,-18%,27%,-0.96,-0.17,-0.81,0.84,-168%,-8%,-0.3%,-3.9%,10%
CC/C=C\[C@H](O)[C@H](O)C1=C(C)C(=O)[C@]2(O1)C(=O)N[C@@](OC)(C(=O)c1ccccc1)C2O (some centres undefined),6%,12%,6%,0.57,-0.21,0.5,-0.14,0%,-6%,0.5%,-2.4%,-2%
CCn1c(SCc2nc3ccccc3c(=O)[nH]2)nnc1-c1ccncc1,-23%,10%,-10%,0.3,-0.33,0.22,0.23,2%,-2%,0.0%,3.5%,-2%
CCCn1c(=O)c2ccccc2n2c(SC(C)C(N)=O)nnc12 (centres undefined),-6%,13%,5%,·,·,·,·,·,-12%,-0.3%,-2.5%,·
O=S(=O)(NC1=NCCC1)c1cccc(NC(=S)NCCc2ccccc2)c1,25%,13%,-11%,-0.41,-0.24,0.5,0.18,9%,3%,-0.3%,-1.9%,-1%
CCOCCCNC(=O)CN1C(=O)COc2ccc(S(=O)(=O)N3CCOCC3)cc21,-21%,6%,-4%,·,·,·,·,·,7%,-0.1%,-3.6%,·
O=C(Nc1ccccc1C(=O)NC(Cc1ccccc1)C(=O)NC1CCCCC1)c1ccccc1 (centres undefined),-18%,-5%,8%,1.2,-0.075,0.8,-0.47,10%,-28%,-0.3%,3.9%,6%
CC(C)CNC(=O)COC(=O)c1ccccc1OCC(=O)Nc1ccc(Br)cc1,31%,5%,24%,0.13,-0.24,-0.29,0.73,10%,-30%,0.1%,-2.7%,-1%
O=C(c1ccc(F)cc1)n1ccc(-c2cnc(-c3ccccc3)s2)n1,8%,-41%,-25%,-0.87,0.9,-0.49,1.2,-5%,-78%,0.2%,-6.1%,17%
CCOC(=O)C(NCc1ccco1)(NC(=O)c1ccccc1)C(F)(F)F (centres undefined),-30%,7%,8%,-1.2,-0.26,-0.53,0.87,1%,-2%,-0.1%,2.7%,5%
CN(C)C(=O)CCN1CCOCC1,-40%,9%,10%,-0.51,0.28,-0.3,1,-2%,-21%,0.2%,4.6%,7%
O=C1NCCN1C(=O)c1ccccc1F,-35%,0%,-1%,-0.095,-0.06,-0.3,0.099,-7%,-26%,-0.1%,3.9%,8%
CCn1nc(NC(=O)c2ccncc2)c2cc3cccc(C)c3nc21,-3%,6%,2%,1,0.055,1.6,-2.3,-4%,30%,0.3%,3.5%,8%
O=C(CN(C(=O)c1csnn1)c1ccccc1Cl)NC1CCCC1,-16%,6%,10%,·,·,·,·,·,-30%,0.5%,-1.0%,·
COc1cc2c(cc1NC(=S)Nc1cccc(C)c1)oc1ccccc12,11%,-4%,-10%,-0.18,-0.2,0.54,0.7,-9%,-44%,0.0%,-0.9%,-2%
COc1ccc(CCNC(=O)c2cccs2)cc1OC,-5%,8%,20%,-0.93,-0.32,0.11,1.7,3%,-52%,-0.1%,-5.4%,1%
CCC(C)(C(=O)NC1CCCCC1)N(Cc1cccs1)C(=O)c1ccc(=O)[nH]c1 (centres undefined),6%,5%,1%,-0.76,-0.18,-0.51,0.11,3%,-18%,-0.3%,-6.4%,5%
Cn1c(=O)cc(SCC(=O)NCc2ccc(F)cc2)c2ccccc21,-33%,12%,4%,0.43,-0.26,0.22,0.025,0%,-7%,0.8%,2.0%,9%
CCn1c(C(O)c2ccccc2)nc2ccccc21 (centres undefined),12%,-15%,11%,0.43,-0.19,0.4,-0.35,-6%,-7%,0.2%,-0.6%,3%
O=C(NCCO)C(=O)NCC(c1ccc2c(c1)OCO2)N1CCN(c2ccc(F)cc2)CC1 (centres undefined),-20%,1%,4%,·,·,·,·,·,-41%,-0.2%,-0.9%,·
Cc1n[nH]c(C)c1-c1nc2ccccc2[nH]1,-21%,8%,?,-1.2,-0.29,-0.5,1.2,21%,-20%,-0.1%,-4.2%,16%
NS(=O)(=O)c1ccc(CNC(=O)/C=C/c2cccc([N+](=O)[O-])c2)cc1,-9%,28%,-4%,0.24,-0.29,0.084,0.43,-10%,-9%,0.0%,2.4%,6%
CCOc1ccc(OCc2ccc(C(=O)O)o2)cc1,19%,-72%,7%,0.19,-0.38,-0.059,-0.11,16%,-19%,-0.2%,0.4%,11%

# An excerpt; rates above refer to the full screens.
